Salmonella PhoP GFP – inhibitors of PhoP regulon expression, primary screen, Salmonella Typhimurium, GFP reporter (AID 1863); S. Typhimurium PhoP-regulated promoter GFP reporter, 4 h; higher % means a stronger effect; 300,000 tested, 0.16% active; one-dose inhibition, % at 50 µM; IC50 in µM for titrated hits;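 active = inhibition over 29.93%, a cutoff 3 SD above the screen mean, later confirmed by dose response; inconclusive = inhibition over 29.93% but no dose response follow-up; inactive = inhibition at most 29.93% or unconfirmed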;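 note: 0% = low Mg2+ inducing control and 100% = high Mg2+ repressing control; strong numbers were not always called active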
GPR35 arrestin U2OS – GPR35 antagonists blocking zaprinast-driven arrestin recruitment, primary screen, imaging, U2OS, beta-arrestin-GFP, zaprinast agonist (AID 2058); U2OS GPR35 beta-arrestin-GFP translocation imaging, zaprinast antagonism; higher % means a stronger effect; inhibition, % at 10 µM, or IC50 in µM where a hit was titrated; 290,000 tested, 0.052% active;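 active = inhibition of at least 50% with at least 30 cells and total cytoplasm GFP at most 10,000,000; inconclusive = under 30 cells or total GFP of 10,000,000 plus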
GPR55 LPI antagonism – GPR55 antagonists blocking LPI-driven arrestin recruitment, primary screen, imaging, U2OS, beta-arrestin-GFP, LPI agonist (AID 2013); 290,000 tested, 0.13% active; U2OS GPR55 beta-arrestin-GFP translocation imaging, LPI antagonism; higher % means a stronger effect; inhibition, % at 10 µM, or IC50 in µM where a hit was titrated;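 active = spots per cell inhibited over 60%, with over 100 cells counted and total cytoplasm intensity under 500,000; inconclusive = wells with under 100 cells, flagged as likely toxic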;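 note: U2OS cells stably carrying GPR55 and arrestin-GFP stimulated by 5 µM LPI near EC80; imaged beta-arrestin-GFP aggregate spots per cell after agonist stimulation; plate controls were LPI-stimulated DMSO wells for no effect and DMSO wells without LPI for full effect; some results filed as inactive read as strong as hits; confirmed hits need IC50 under 10 µM and bright autofluorescent wells are also inconclusive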
NTR1 ag – NTR1-driven beta-arrestin-GFP spot formation – imaging, U2OS cells, high content, primary screen (AID 493036) | 330,000 tested, 0.17% active | activation, % at 20 µM | P30989 | agonist mode;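 active = activation at or above 40% of the spot to cytoplasm intensity ratio, with at least 20 cells analyzed; inconclusive = wells under 20 cells, flagged as cytotoxic or low count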;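 note: 0% = DMSO without peptide and 100% = 100 nM NTR1 peptide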
Target sequence (P30989 whole entry, looked up): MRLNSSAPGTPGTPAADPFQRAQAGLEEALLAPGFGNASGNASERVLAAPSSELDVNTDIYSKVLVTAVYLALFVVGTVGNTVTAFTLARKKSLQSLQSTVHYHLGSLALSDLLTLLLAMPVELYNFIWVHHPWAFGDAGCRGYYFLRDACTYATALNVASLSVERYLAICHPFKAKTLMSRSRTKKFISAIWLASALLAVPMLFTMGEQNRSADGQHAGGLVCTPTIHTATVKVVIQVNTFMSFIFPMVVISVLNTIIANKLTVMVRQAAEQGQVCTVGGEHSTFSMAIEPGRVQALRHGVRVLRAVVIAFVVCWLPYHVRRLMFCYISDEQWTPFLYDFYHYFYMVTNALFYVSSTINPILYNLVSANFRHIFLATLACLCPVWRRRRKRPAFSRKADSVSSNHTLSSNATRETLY
HIV fusion peptide – cell-free HIV fusion peptide-binding blockers – biochemical, uHTS, fluorescence dequenching, primary screen (AID 1986) | cell-free peptide binding, fluorescence dequenching, 30 min; higher % means a stronger effect | inhibition, % at 20 µM; hits with a dose series show IC50 in µM | 290,000 tested, 0.3% active; in the data active = inhibition mostly above about 52%, no sharp cut-off; inactive = mostly below about 76%; note: some results filed as inactive read as strong as hits
Rac1 GTP hydrolysis – MgcRacGAP GTPase-activating activity inhibitors, confirmation, biochemical, ADP Hunter fluorescence. MgcRacGAP-stimulated Rac1 GTP hydrolysis, ADP Hunter fluorescence; higher % means a stronger effect; GST-tagged Rac1 F28L mutant substrate. one-dose inhibition, % at 30 µM; IC50 in µM for titrated hits. AID 624330. 340,000 tested, 0.6% active;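 active = first-screen hits whose inhibition reached a set limit at any dose in the follow-up dose series; inconclusive = inhibition above the set first-screen limit but never retested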;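 note: fluorescence reports GDP produced by GAP-driven GTP hydrolysis; strong numbers were not always called active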
Myeloid diff MLP – promotes myeloid progenitor differentiation | ER-HoxA9 myeloid progenitors, lysozyme-GFP differentiation, flow cytometry | calls only at 10 µM | 360,000 tested, 1% active | AID 624256;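 active = normalized GFP-positive differentiation at or above the plate's own cutoff, the solvent-only control mean plus 3 SD; inconclusive = no clear call, values can overlap the other calls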;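 note: cells exposed to compound for four days before flow analysis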
LYP phosphatase – inhibitors of LYP phosphatase, biochemical, fluorescence intensity, uHTS (AID 1779). recombinant LYP phosphatase, fluorescence intensity; higher % means a stronger effect. inhibition, % at 11.5 µM, or IC50 in µM where a hit was titrated. 290,000 tested, 0.054% active; in the data active = inhibition above about 50%;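 note: plate controls were vehicle with enzyme for no effect and no enzyme for full effect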
Siah-1 displacement – blockers of Siah-1 interaction with plectin peptide – biochemical, fluorescence polarization, rhodamine-plectin, uHTS, primary screen (AID 1817); Siah-1 / rhodamine-plectin peptide fluorescence polarization; higher % means a stronger effect; one-dose displacement, % at 20 µM; IC50 in µM for titrated hits; 290,000 tested, 0.02% active;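 active = displacement of at least 50% at 20 µM, with a fluorescence ratio check between 0.3 and a set limit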;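 note: plate controls were Siah plus tracer with DMSO for no effect and tracer alone without Siah for full effect; strong numbers were not always called active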
NTR1 ag cell count 20 µM – second read-out of NTR1 ag, no call of its own (marks repeat the call); cell count; measured here: cell count, cytotoxicity flag
Myeloid diff MLP GFP+ MAC1+ % – recorded beside Myeloid diff MLP, whose call it bears; GFP+ MAC1+ double positive, %; measured here: differentiation confirmed by MAC1 staining
* marks the source's active call; other numbers are inactive results.

For CCCCC(=O)Nc1ccc(NC(=O)c2cnccn2)cn1 the results were Salmonella PhoP GFP 4%, GPR35 arrestin U2OS -1%, GPR55 LPI antagonism 6%, NTR1 ag -0.2, HIV fusion peptide 1.5%, Rac1 GTP hydrolysis 3%, Myeloid diff MLP inactive, LYP phosphatase -4%, Siah-1 displacement -1%, NTR1 ag cell count 20 µM 40 and Myeloid diff MLP GFP+ MAC1+ % 0.0.
`C=CCSc1ncccc1C(=O)NCc1ccc(C)cc1` gave Salmonella PhoP GFP 3%, GPR35 arrestin U2OS 9%, GPR55 LPI antagonism -4%, NTR1 ag 0.0, HIV fusion peptide -0.2%, Rac1 GTP hydrolysis 10%, Myeloid diff MLP inactive, LYP phosphatase 0%, Siah-1 displacement 0%, NTR1 ag cell count 20 µM 65 and Myeloid diff MLP GFP+ MAC1+ % 2.1.
`CCc1nnc(NC(=O)CN2CCN(c3cccc(OC)c3)CC2)s1` gave Salmonella PhoP GFP -1%, GPR35 arrestin U2OS -9%, GPR55 LPI antagonism -7%, NTR1 ag 0.4, HIV fusion peptide -0.9%, Rac1 GTP hydrolysis 5%, Myeloid diff MLP inactive, LYP phosphatase -6%, Siah-1 displacement -3%, NTR1 ag cell count 20 µM 74 and Myeloid diff MLP GFP+ MAC1+ % 0.4.
For NNC(=O)CNC(=O)CNS(=O)(=O)c1ccccc1 the results were Salmonella PhoP GFP 3%, GPR35 arrestin U2OS 15%, GPR55 LPI antagonism 3%, NTR1 ag 1.6, HIV fusion peptide -1.1%, Rac1 GTP hydrolysis -2%, Myeloid diff MLP inactive, LYP phosphatase -2%, Siah-1 displacement 3%, NTR1 ag cell count 20 µM 30 and Myeloid diff MLP GFP+ MAC1+ % 0.1.
For CC(C)(C)CNc1cc(N2CCCC2)ccc1[N+](=O)[O-] the results were Salmonella PhoP GFP 11%, GPR35 arrestin U2OS -13%, GPR55 LPI antagonism -2%, NTR1 ag 0.9, HIV fusion peptide 0.1%, Rac1 GTP hydrolysis 3%, Myeloid diff MLP inactive, LYP phosphatase -11%, Siah-1 displacement 0%, NTR1 ag cell count 20 µM 54 and Myeloid diff MLP GFP+ MAC1+ % 3.9.
Screening Cc1c(C(=O)Nc2ccccc2)sc2ncn(CC(=O)N3CCCCC3)c(=O)c12 returned Salmonella PhoP GFP 5%, GPR35 arrestin U2OS 15%, GPR55 LPI antagonism 3%, NTR1 ag 1.8, HIV fusion peptide -0.9%, Rac1 GTP hydrolysis 4%, Myeloid diff MLP inactive, LYP phosphatase -3%, Siah-1 displacement -4%, NTR1 ag cell count 20 µM 45 and Myeloid diff MLP GFP+ MAC1+ % 1.4.
CCOc1ccc(-c2c(C)sc3nc[nH]c(=O)c23)cc1 was read as Salmonella PhoP GFP 1%, GPR35 arrestin U2OS 3%, GPR55 LPI antagonism -15%, NTR1 ag 0.3, HIV fusion peptide 1.2%, Rac1 GTP hydrolysis 3%, Myeloid diff MLP inactive, LYP phosphatase -12%, Siah-1 displacement 5%, NTR1 ag cell count 20 µM 57 and Myeloid diff MLP GFP+ MAC1+ % 0.8.
`C(C#CCCCCCCCCC[n+]1ccccc1)#CCCCCCCCCC[n+]1ccccc1` gave Salmonella PhoP GFP 23%, GPR35 arrestin U2OS -7%, GPR55 LPI antagonism 12%, HIV fusion peptide 7.7%, Rac1 GTP hydrolysis inconclusive, Myeloid diff MLP inconclusive, LYP phosphatase -9%, Siah-1 displacement -2% and Myeloid diff MLP GFP+ MAC1+ % 1.9.
Clc1ccc(-c2nnc3n2CCCC3)cc1Cl was read as Salmonella PhoP GFP 12%, GPR35 arrestin U2OS 17%, GPR55 LPI antagonism 8%, NTR1 ag -0.5, HIV fusion peptide -1.3%, Rac1 GTP hydrolysis 0%, Myeloid diff MLP inactive, LYP phosphatase -2%, Siah-1 displacement 1%, NTR1 ag cell count 20 µM 72 and Myeloid diff MLP GFP+ MAC1+ % 1.1.
`O=C1CSC(c2ccccc2)N1c1nc(-c2ccc(Cl)cc2Cl)cs1` (centres undefined) gave Salmonella PhoP GFP -6%, GPR35 arrestin U2OS -7%, GPR55 LPI antagonism 9%, NTR1 ag 7.0, HIV fusion peptide 1.4%, Rac1 GTP hydrolysis 8%, Myeloid diff MLP inactive, LYP phosphatase 0%, Siah-1 displacement 4%, NTR1 ag cell count 20 µM 67 and Myeloid diff MLP GFP+ MAC1+ % 5.8.
For COc1ccc(CCNC(=O)CSc2ccc(-c3ccco3)nn2)cc1 the results were Salmonella PhoP GFP -3%, GPR35 arrestin U2OS 0%, GPR55 LPI antagonism 7%, NTR1 ag -1.1, HIV fusion peptide 10%, Rac1 GTP hydrolysis 6%, Myeloid diff MLP inactive, LYP phosphatase -6%, Siah-1 displacement 19%, NTR1 ag cell count 20 µM 78 and Myeloid diff MLP GFP+ MAC1+ % 0.8.
O=C(Cn1c(=O)n(CCC(=O)N2CCCCC2)c(=O)c2sccc21)NCc1ccccc1 was read as Salmonella PhoP GFP -2%, GPR35 arrestin U2OS -19%, GPR55 LPI antagonism -12%, NTR1 ag -0.6, HIV fusion peptide 1.6%, Rac1 GTP hydrolysis 4%, Myeloid diff MLP inactive, LYP phosphatase -14%, Siah-1 displacement -6%, NTR1 ag cell count 20 µM 53 and Myeloid diff MLP GFP+ MAC1+ % 0.6.
For O=C(NCC1CCCO1)c1c(O)c2cccc3c2n(c1=O)CCC3 (centres undefined) the results were Salmonella PhoP GFP -5%, GPR35 arrestin U2OS 11%, GPR55 LPI antagonism 33%, NTR1 ag 1.0, HIV fusion peptide 2.6%, Rac1 GTP hydrolysis 8%, Myeloid diff MLP inactive, LYP phosphatase -4%, Siah-1 displacement 0%, NTR1 ag cell count 20 µM 60 and Myeloid diff MLP GFP+ MAC1+ % 0.7.
O=S(=O)(NC1=NCCC1)c1cccc(NC(=S)NCCc2ccccc2)c1 was read as Salmonella PhoP GFP 8%, GPR35 arrestin U2OS 13%, GPR55 LPI antagonism -4%, NTR1 ag 0.2, HIV fusion peptide -0.4%, Rac1 GTP hydrolysis 14%, Myeloid diff MLP inactive, LYP phosphatase -14%, Siah-1 displacement 1%, NTR1 ag cell count 20 µM 32 and Myeloid diff MLP GFP+ MAC1+ % 0.8.
Screening Cc1ccc(SCc2nc3ccccc3n2CC(=O)Nc2c(C)cccc2C)cc1 returned Salmonella PhoP GFP -8%, GPR35 arrestin U2OS 0%, GPR55 LPI antagonism 19%, NTR1 ag 1.2, HIV fusion peptide 5.5%, Rac1 GTP hydrolysis -1%, Myeloid diff MLP inactive, LYP phosphatase 0%, Siah-1 displacement 0%, NTR1 ag cell count 20 µM 70 and Myeloid diff MLP GFP+ MAC1+ % 6.9.
For COc1ccc(OC)c(Nc2c3c(nc4ccccc24)CCC3)c1 the results were GPR35 arrestin U2OS -7%, GPR55 LPI antagonism -40%, NTR1 ag 8.8, HIV fusion peptide -1.2%, Rac1 GTP hydrolysis 10%, LYP phosphatase -5%, Siah-1 displacement -7% and NTR1 ag cell count 20 µM 87.
CC(=O)NC1(C(F)(F)F)NC(=O)N(c2ccc(F)cc2)C1=O (centres undefined) was read as Salmonella PhoP GFP -6%, GPR35 arrestin U2OS 1%, GPR55 LPI antagonism 10%, NTR1 ag -1.0, HIV fusion peptide 0.2%, Rac1 GTP hydrolysis 2%, Myeloid diff MLP inactive, LYP phosphatase -10%, Siah-1 displacement 8%, NTR1 ag cell count 20 µM 62 and Myeloid diff MLP GFP+ MAC1+ % 0.3.
CCN(CC)CCCNC(=O)c1cc2c(=O)[nH]c3ccc(C)cc3c2s1 was read as Salmonella PhoP GFP -5%, GPR35 arrestin U2OS -12%, GPR55 LPI antagonism 3%, NTR1 ag 0.4, HIV fusion peptide 0.8%, Rac1 GTP hydrolysis 20%, Myeloid diff MLP inactive, LYP phosphatase -9%, Siah-1 displacement 0%, NTR1 ag cell count 20 µM 86 and Myeloid diff MLP GFP+ MAC1+ % 0.1.
For CC(C)(C)NC(=O)NC(=O)Cn1ccsc1=N the results were Salmonella PhoP GFP 5%, GPR35 arrestin U2OS 2%, GPR55 LPI antagonism 2%, NTR1 ag 3.0, HIV fusion peptide -0.8%, Rac1 GTP hydrolysis 2%, Myeloid diff MLP inactive, LYP phosphatase -6%, Siah-1 displacement 5%, NTR1 ag cell count 20 µM 38 and Myeloid diff MLP GFP+ MAC1+ % 1.1.
`CC1=C(C(=O)OCc2ccccc2)C(c2ccoc2)C(C#N)=C(N)O1` (centres undefined) gave Salmonella PhoP GFP 2%, GPR35 arrestin U2OS -5%, GPR55 LPI antagonism -13%, NTR1 ag -2.5, HIV fusion peptide 11%, Rac1 GTP hydrolysis 8%, Myeloid diff MLP inactive, LYP phosphatase 1%, Siah-1 displacement -7%, NTR1 ag cell count 20 µM 68 and Myeloid diff MLP GFP+ MAC1+ % 0.6.
`Cc1cc(OCC(=O)c2ccc(C(F)(F)F)cc2)n2cnnc2n1` gave Salmonella PhoP GFP -4%, GPR35 arrestin U2OS -8%, GPR55 LPI antagonism 14%, NTR1 ag 1.7, HIV fusion peptide -2.0%, Rac1 GTP hydrolysis -11%, Myeloid diff MLP inactive, LYP phosphatase -4%, Siah-1 displacement -3%, NTR1 ag cell count 20 µM 58 and Myeloid diff MLP GFP+ MAC1+ % 0.6.
Screening Cc1ccc(C(=O)OCN2C(=O)c3ccccc3C2=O)c(O)c1 returned Salmonella PhoP GFP 2%, GPR35 arrestin U2OS 1%, GPR55 LPI antagonism 7%, NTR1 ag 0.2, HIV fusion peptide -1.5%, Rac1 GTP hydrolysis 5%, Myeloid diff MLP inactive, LYP phosphatase -6%, Siah-1 displacement -4%, NTR1 ag cell count 20 µM 63 and Myeloid diff MLP GFP+ MAC1+ % 0.7.
Screening O=C1CCC(=O)N1N1C(=O)C2C3c4ccccc4C(c4ccccc43)C2C1=O (centres undefined) returned Salmonella PhoP GFP 2%, GPR35 arrestin U2OS 14%, GPR55 LPI antagonism -3%, NTR1 ag 0.9, HIV fusion peptide -0.9%, Rac1 GTP hydrolysis 8%, Myeloid diff MLP inactive, LYP phosphatase -7%, Siah-1 displacement -2%, NTR1 ag cell count 20 µM 64 and Myeloid diff MLP GFP+ MAC1+ % 0.4.

Bioassay records from PubChem.
